CendR NRP1 mod = NRP-1/CendR interaction modulation | inhibition, % at 25 µM | FAM-RPARPAR peptide binding to NRP-1, fluorescence polarization | O14786 | 360,000 tested, 0.85% active;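 active = inhibition or corrected inhibition above about 18%, plus a signal ratio from 0.5 to 1.5, limit read from the data, passing the limit was not always enough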; note: strong numbers were not always called active
Target sequence (O14786 whole entry, looked up): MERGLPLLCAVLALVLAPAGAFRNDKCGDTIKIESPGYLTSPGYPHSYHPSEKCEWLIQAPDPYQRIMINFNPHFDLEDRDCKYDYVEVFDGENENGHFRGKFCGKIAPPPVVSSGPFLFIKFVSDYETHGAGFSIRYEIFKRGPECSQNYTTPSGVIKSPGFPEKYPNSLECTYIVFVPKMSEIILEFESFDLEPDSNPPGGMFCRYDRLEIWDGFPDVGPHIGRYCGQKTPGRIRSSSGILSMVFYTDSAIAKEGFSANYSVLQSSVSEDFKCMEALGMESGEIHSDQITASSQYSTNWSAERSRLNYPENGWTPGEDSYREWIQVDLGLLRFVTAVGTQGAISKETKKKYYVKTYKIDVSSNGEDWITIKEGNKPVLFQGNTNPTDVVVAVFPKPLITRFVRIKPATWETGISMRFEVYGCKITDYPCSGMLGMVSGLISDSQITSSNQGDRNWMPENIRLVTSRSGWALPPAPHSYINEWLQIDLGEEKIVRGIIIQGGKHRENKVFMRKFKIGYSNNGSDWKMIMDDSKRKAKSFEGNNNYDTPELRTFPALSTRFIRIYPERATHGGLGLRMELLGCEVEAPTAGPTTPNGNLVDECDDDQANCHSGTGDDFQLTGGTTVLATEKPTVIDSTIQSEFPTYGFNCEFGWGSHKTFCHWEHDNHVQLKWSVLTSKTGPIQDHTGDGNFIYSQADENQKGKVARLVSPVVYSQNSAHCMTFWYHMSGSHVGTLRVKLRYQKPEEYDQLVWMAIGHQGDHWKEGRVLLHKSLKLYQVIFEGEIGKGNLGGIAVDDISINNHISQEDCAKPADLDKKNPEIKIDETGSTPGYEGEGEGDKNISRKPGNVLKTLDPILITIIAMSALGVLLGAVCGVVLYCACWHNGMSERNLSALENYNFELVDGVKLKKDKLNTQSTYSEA
TbMetRS inhib = blocks T. brucei methionyl-tRNA synthetase activity; AID 624268; inhibition, % at 11.9 µM; 360,000 tested, 0.4% active; purified T. brucei MetRS, ATP depletion, Kinase-Glo luminescence;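 active = inhibition above a per-plate cutoff of the control wells' mean inhibition plus 3 SD, cut at about 5.5% in these data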;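 note: 0% = DMSO wells median and 100% = median of wells with control inhibitor compound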
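assay system = parasite MetRS enzyme | timing = 15 min preincubation, 2 h reaction, all 25 °C | evaluation = percent inhibition relative to median high and low control wells | medium = HEPES buffer containing pyrophosphatase, BSA, spermine, DTT | compound = single dose, 11.9 µM final nominal, 0.9% final DMSO | detection = Kinase-Glo luminescence, ATP depletion format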
Scp1 inh = inhibitors of human Scp-1 phosphatase; Q9GZU7; Recombinant Scp1, phosphopeptide, malachite green phosphate absorbance; inhibition, % at 20 µM; 340,000 tested, 0.88% active;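 active = inhibition above about 50% at 20 µM, limit read from the data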;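 note: plate controls were DMSO wells with enzyme for no effect and wells lacking enzyme for full effect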
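Test system: SCP-1 catalytic domain; Buffer or medium: Acidic Tris acetate buffer with magnesium and detergent; Also added: Phosphorylated 17-residue peptide substrate; Compound: single 20 µM dose, 1% DMSO; Schedule: enzyme reaction 45 min at room temperature, colour 5 min, stabilisation 30 min; Signal: Phosphate-binding colour reagent, absorbance read at 630 nm.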
STEP block = STEP (human) phosphatase inhibition; recombinant STEP, OMFP fluorogenic substrate, fluorescence; P54829; inhibition, % at 20 µM; AID 588621; 360,000 tested, 0.25% active;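 active = inhibition at 20 µM, scaled per plate between control wells, above about 37%, limit read from the data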;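 note: 0% = DMSO with enzyme and substrate and 100% = substrate only without enzyme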
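Measure: Control-normalized % inhibition with plate pattern correction | Test system: STEP phosphatase, cell-free reaction | Medium: pH 6.0 Bis-Tris with DTT and Tween 20 | Technique: Fluorescence, 480/540 nm | Times: Reaction 20 min, ambient temperature | Doses: Single compound dose of 20 µM, 1% DMSO final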
LMPTP block = LMPTP (human) inhibition | 360,000 tested, 0.22% active | P24666 | inhibition, % at 20 µM | recombinant LMPTP-A, OMFP fluorogenic substrate, fluorescence intensity | AID 651560;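 active = compounds that cut the enzyme signal by at least half of the control window in the single-dose screen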;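 note: plate controls were DMSO wells with enzyme plus substrate for no effect and substrate without enzyme for full effect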
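Material: LMPTP-A; amount: 0.625 nM enzyme; doses: single 20 µM dose; times: reaction 50 min, room temperature, dark; technique: fluorescence intensity of OMFP turnover product; benchmarks: no-enzyme and uninhibited controls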
SUMO1 PPI mod = modulators of human SUMO1-mediated protein-protein interactions; AID 602429; 360,000 tested, 0.33% active; inhibition, % at 20 µM; P63165; SUMO1 binding to a labelled peptide, TR-FRET, 1 h; in the data active = inhibition above about 37%
Target sequence (P63165 whole entry, looked up): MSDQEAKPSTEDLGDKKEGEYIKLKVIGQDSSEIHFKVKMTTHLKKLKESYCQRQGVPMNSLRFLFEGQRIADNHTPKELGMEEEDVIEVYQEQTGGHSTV
MsrA act = bovine methionine sulfoxide reductase A activation | purified bovine MsrA, absorbance read-out | activation, % at 10.6 µM | 360,000 tested, 0.3% active; in the data active = activation above about 7.5%;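 note: 0% = vehicle and 100% = reference activator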
eLon inh = E. coli protease La inhibition. P0A9M0. purified E. coli Lon protease, fluorescence polarization. inhibition, % at 7.94 µM. 360,000 tested, 0.42% active; in the data active = inhibition above about 13%, passing the limit was not always enough;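 note: 0% = enzyme with probe and DMSO and 100% = no enzyme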
DNMT1 block = blocks human DNA methyltransferase DNMT1. AID 588458. inhibition (reported as % activation of signal), % at 10 µM. 360,000 tested, 0.83% active. DNMT1 molecular beacon, Hinp1I cleavage, fluorescence. P26358; in the data active = inhibition above about 50%
MsrA inh = inhibitors of bovine MsrA. inhibition, % at 15.5 µM. 360,000 tested, 0.75% active. purified bovine MsrA, absorbance read-out; in the data active = inhibition above about 4.5%;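 note: 0% = vehicle wells with enzyme and 100% = reference inhibitor wells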
The depositor's hits bear a star; & = joins results of further samples. Rows are unselected; 4.3% or so of the library scored in one or more.

What do the screens show for `COCC(C)n1c(COc2ccccc2F)nnc1SCc1c(C)noc1C` (stereo not drawn)?
CendR NRP1 mod: -12.0; TbMetRS inhib: -0.3; Scp1 inh: -0.4; STEP block: -1.4; LMPTP block: 1.3; SUMO1 PPI mod: 0.2; MsrA act: 0.1; eLon inh: 0.0; DNMT1 block: 1.4; MsrA inh: 0.0

How did CCOc1ccc(OCCCCN2CCCC2)cc1 do in these assays?
CendR NRP1 mod: 2.8; TbMetRS inhib: -2.3; Scp1 inh: -2.3; STEP block: 1.5; LMPTP block: -1.8; SUMO1 PPI mod: -0.4; MsrA act: -9.0; eLon inh: -2.1; DNMT1 block: 1.2; MsrA inh: 0.1

Results for O=C(Nc1ccc(N2CCOCC2)cc1)C1CCN(S(=O)(=O)c2ccccc2F)CC1 ?
CendR NRP1 mod: -1.0; TbMetRS inhib: -0.1; Scp1 inh: -2.7; STEP block: 0.1; LMPTP block: -2.3; SUMO1 PPI mod: 18.6; MsrA act: -3.0; eLon inh: -4.5; DNMT1 block: -0.9; MsrA inh: 0.2

Results for OCCC1CN(Cc2cc(F)ccc2F)CCN1CCCc1ccccc1 (stereo not drawn) ?
CendR NRP1 mod: 15.2; TbMetRS inhib: -0.6; Scp1 inh: -6.2; STEP block: 5.8; LMPTP block: -0.8; SUMO1 PPI mod: -2.3; MsrA act: -5.4; eLon inh: 4.3; DNMT1 block: -1.1; MsrA inh: -0.8

What do the screens show for `NC(=O)CC(NC(=O)c1ccccc1)c1ccc(N2CCc3ccccc3C2)c([N+](=O)[O-])c1` (stereo not drawn)?
CendR NRP1 mod: 2.7; TbMetRS inhib: -0.3; Scp1 inh: -11.2; STEP block: -1.4; LMPTP block: 1.0; SUMO1 PPI mod: -22.2; MsrA act: -3.4; eLon inh: 1.8; DNMT1 block: -3.6; MsrA inh: 0.6

Results for CCCS(=O)(=O)N1CCN(Cc2ccc([N+](=O)[O-])cc2)CC1 ?
CendR NRP1 mod: 1.3; TbMetRS inhib: 0.6; Scp1 inh: -6.7; STEP block: 3.4; LMPTP block: -0.9; SUMO1 PPI mod: -13.3; MsrA act: -4.3; eLon inh: -9.2; DNMT1 block: 0.4; MsrA inh: 1.2

What do the screens show for `Cc1nn(Cc2ccccc2)c(Cl)c1/C=C/C(=O)OC(C)C(=O)N1CCCC1` (stereo not drawn)?
CendR NRP1 mod: -3.8; TbMetRS inhib: -1.1; Scp1 inh: -5.7; STEP block: 1.4; LMPTP block: 0.4; SUMO1 PPI mod: 2.7; MsrA act: -1.7; eLon inh: 12.0; DNMT1 block: -2.6; MsrA inh: 0.2

What do the screens show for `CC(C)c1nc2sc3c(SCC(N)=O)ncnc3c2c2c1CCC2`?
CendR NRP1 mod: -5.3; TbMetRS inhib: 0.0; Scp1 inh: -0.7; STEP block: 2.6; LMPTP block: -1.0; SUMO1 PPI mod: inactive; MsrA act: -5.0; eLon inh: 12.9; DNMT1 block: -0.8; MsrA inh: -0.4

Results for CN(C)c1ccc(/C=N/NC(=O)CN(c2cccc(Cl)c2)S(C)(=O)=O)cc1Br ?
CendR NRP1 mod: 11.1; TbMetRS inhib: -0.7; Scp1 inh: 2.9; STEP block: 1.2; LMPTP block: 3.7; SUMO1 PPI mod: -3.6; MsrA act: -4.8; eLon inh: 7.3; DNMT1 block: -4.8; MsrA inh: 1.3

Results for CC(=O)OCn1ncc(N2CCOCC2)c(Br)c1=O ?
CendR NRP1 mod: -1.4; TbMetRS inhib: 0.0; Scp1 inh: -12.3; STEP block: -1.6; LMPTP block: -1.5; SUMO1 PPI mod: -1.7; MsrA act: -2.4; eLon inh: -1.7; DNMT1 block: 0.9; MsrA inh: 1.6

What do the screens show for `O=C(CN1CCOCC1)NN=C(c1ccccc1)c1ccccc1`?
CendR NRP1 mod: 12.0; TbMetRS inhib: 0.2; Scp1 inh: -6.5; STEP block: -1.2; LMPTP block: -2.2; SUMO1 PPI mod: -3.2; MsrA act: -1.6; eLon inh: -13.1; DNMT1 block: -3.1; MsrA inh: -0.1

Results for CN(C)S(=O)(=O)c1cccc(CNCC2COc3ccccc3O2)c1 (stereo not drawn) ?
CendR NRP1 mod: 1.2; TbMetRS inhib: -0.4; Scp1 inh: 2.2; STEP block: -0.5; LMPTP block: -2.5; SUMO1 PPI mod: 1.8; MsrA act: 0.5; eLon inh: -7.1; DNMT1 block: 1.2; MsrA inh: -0.6

Results for COc1ccc(CN(C(=O)c2cccs2)c2nccs2)cc1OC ?
CendR NRP1 mod: -5.4; TbMetRS inhib: -0.1; Scp1 inh: -6.0; STEP block: 0.9; LMPTP block: 0.3; SUMO1 PPI mod: 0.8; MsrA act: -1.2; eLon inh: -7.2; DNMT1 block: -10.5; MsrA inh: -0.2

How did COc1ccc2c(CC(=O)Nc3ncc(C)s3)coc2c1 do in these assays?
CendR NRP1 mod: -8.0; TbMetRS inhib: -0.2; Scp1 inh: 0.4; STEP block: -0.1; LMPTP block: 0.6; SUMO1 PPI mod: -3.4; MsrA act: -12.5; eLon inh: -0.8; DNMT1 block: 3.2; MsrA inh: -0.1

What do the screens show for `Cc1ccc2c(c1)CCO[C@]21O[C@H](CCO)C[C@H](O)[C@H]1O`?
CendR NRP1 mod: 1.2; TbMetRS inhib: -1.1; STEP block: -0.3; LMPTP block: -3.6; SUMO1 PPI mod: 2.1; MsrA act: -3.0; eLon inh: 4.3; DNMT1 block: 5.9; MsrA inh: 0.6

How did Cc1ccsc1/C=N/NC(=O)CNC(=O)c1ccccc1 do in these assays?
CendR NRP1 mod: 16.8; TbMetRS inhib: -0.9; Scp1 inh: 0.2; STEP block: -1.3; LMPTP block: -2.3; SUMO1 PPI mod: -9.9; MsrA act: -9.0; eLon inh: 0.5; DNMT1 block: 1.5; MsrA inh: 2.0

What do the screens show for `CN(C)CCNc1ncnc2c1ncn2[C@H]1CN(CCc2ccccc2)C[C@@H](CO)O1`?
CendR NRP1 mod: 0.2; TbMetRS inhib: 0.0; STEP block: 2.4; LMPTP block: -2.8; SUMO1 PPI mod: -1.5; MsrA act: -9.4; eLon inh: -0.4; DNMT1 block: 0.3; MsrA inh: 1.0

How did COc1ccc(C)cc1Nc1nc(C)nc2c1oc1ccccc12 do in these assays?
CendR NRP1 mod: -9.9; TbMetRS inhib: -0.8; Scp1 inh: -7.1; STEP block: -1.5; LMPTP block: 16.6; SUMO1 PPI mod: -19.8; MsrA act: -1.5; eLon inh: -0.3; DNMT1 block: 7.7; MsrA inh: 0.0

What do the screens show for `COc1ccc(C(=O)NCC2(c3ccc(OC)c(OC)c3)CCCC2)c(OC)c1`?
CendR NRP1 mod: 14.3; TbMetRS inhib: -0.9; Scp1 inh: -3.7; STEP block: 0.1; LMPTP block: 1.4; SUMO1 PPI mod: 3.4; MsrA act: -2.3; eLon inh: 13.2; DNMT1 block: -0.3; MsrA inh: 0.7

Results for CC(C)CC(=O)Nc1cccc(-c2nc3ccccc3o2)c1 ?
CendR NRP1 mod: -0.4; TbMetRS inhib: -0.5; Scp1 inh: -2.0; STEP block: 2.1; LMPTP block: -0.7; SUMO1 PPI mod: -5.7; MsrA act: -2.5; eLon inh: -4.5; DNMT1 block: 0.0; MsrA inh: 0.3

What do the screens show for `CCc1nn(CCCN2CCN(c3cccc(Cl)c3)CC2)c(=O)n1CCOc1ccccc1`?
CendR NRP1 mod: 7.4&8.6; TbMetRS inhib: -1.3&-1.2; Scp1 inh: -8.8&-6.3; STEP block: -1.5&1.6; LMPTP block: 0.9&-0.2; SUMO1 PPI mod: -2.5&4.0; MsrA act: 0.1&0.8; eLon inh: -6.8&0.3; DNMT1 block: 2.5&-8.7; MsrA inh: -1.7&-1.1

How did CN1CCCN(S(=O)(=O)c2ccc3ccccc3c2)CC1 do in these assays?
CendR NRP1 mod: 4.3; TbMetRS inhib: 0.6; Scp1 inh: -4.9; STEP block: -3.0; LMPTP block: -4.3; SUMO1 PPI mod: -12.5; MsrA act: -3.5; eLon inh: 6.5; DNMT1 block: -0.7; MsrA inh: -1.1

Results for COc1ccc(NC(=O)c2cccs2)cc1 ?
CendR NRP1 mod: 15.1; TbMetRS inhib: -0.5; Scp1 inh: 3.8; STEP block: 0.8; LMPTP block: 0.9; SUMO1 PPI mod: -0.7; MsrA act: 1.5; eLon inh: -1.5; DNMT1 block: 0.5; MsrA inh: 0.7

What do the screens show for `CC(=O)N1CCOc2ccc(S(=O)(=O)N3CC(C)CC(C)C3)cc21` (stereo not drawn)?
CendR NRP1 mod: -5.6; TbMetRS inhib: -0.6; Scp1 inh: 15.5; STEP block: 3.2; LMPTP block: -0.6; SUMO1 PPI mod: -0.4; MsrA act: -2.3; eLon inh: 2.8; DNMT1 block: 5.3; MsrA inh: -0.3

What do the screens show for `C=CCNC(=O)CN1CCC(c2nc3cc(C)c(C)cc3[nH]2)CC1`?
CendR NRP1 mod: -0.2; TbMetRS inhib: 1.8; Scp1 inh: -9.0; STEP block: -2.7; LMPTP block: -0.8; SUMO1 PPI mod: -5.0; MsrA act: -1.6; eLon inh: -7.7; DNMT1 block: 0.5; MsrA inh: -0.5

What do the screens show for `CC(NC(=O)C(=O)N1CCOCC1)C(c1cccs1)N1CCN(c2ccccc2F)CC1` (stereo not drawn)?
CendR NRP1 mod: -5.2; TbMetRS inhib: -0.4; Scp1 inh: -6.9; STEP block: -1.0; LMPTP block: -0.4; SUMO1 PPI mod: -1.9; MsrA act: -2.1; eLon inh: -10.4; DNMT1 block: 1.4; MsrA inh: 0.2

How did O=C(Oc1ccc(/C=N/NC(=O)c2ccccc2O)cc1)c1ccccc1 do in these assays?
CendR NRP1 mod: -0.9; TbMetRS inhib: 0.2; Scp1 inh: 82.0*; STEP block: -0.7; LMPTP block: 2.5; SUMO1 PPI mod: 0.2; MsrA act: -0.1; eLon inh: 0.9; DNMT1 block: -5.6; MsrA inh: 0.6

What do the screens show for `CC(=O)c1c(C)nc2ccc(C)cc2c1-c1ccccc1`?
CendR NRP1 mod: -0.2; TbMetRS inhib: -0.1; Scp1 inh: -2.3; STEP block: 0.5; LMPTP block: -1.0; SUMO1 PPI mod: 3.8; MsrA act: -1.7; eLon inh: 9.8; DNMT1 block: 0.5; MsrA inh: -0.3

What do the screens show for `COc1ccc2nc(SCC(=O)NC3CCCc4ccccc43)[nH]c2c1` (stereo not drawn)?
CendR NRP1 mod: -5.8; TbMetRS inhib: 0.1; Scp1 inh: -9.4; STEP block: 1.5; LMPTP block: 0.5; SUMO1 PPI mod: 2.1; MsrA act: -3.2; eLon inh: -6.0; DNMT1 block: -1.8; MsrA inh: 0.6
